# High-throughput results as filed in PubChem BioAssay.
# USP2a block – blocks human ubiquitin-specific protease USP2a | USP2 core, Ub-CHOP2 coupled fluorogenic reporter, 485/531 | 0.01% of 330,000 active | AID 463254 | Potency, µM (series often up to 38.3 µM), for the others: at the top dose activity change, negative = inhibition, usual class: inhibitors;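 also: potency is read from the fitted curve at half-maximal effect; plate controls were DMSO wells for no effect and full inhibition by NEM control for full effect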
#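 Cell-free coupled assay: 10nM USP2 core preincubated 30min RT with compound in Tris-HCl pH 8.0/CaCl2/CHAPS buffer, then 25nM Ub-CHOP2 and 25nM reporter substrate; fluorescence (Ex 485/Em 531) read after 60min RT, normalized to NEM inhibition, concentration-response curves fitted.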
# AT treatment – potential ataxia-telangiectasia treatments restoring KAP-1 phosphorylation. […] A-T fibroblasts, KAP-1 phosphorylation AlphaLISA; neocarzinostatin DNA damage 30 min before lysis. Potency, µM (series often up to 57.5 µM), inactives show at the top dose activation, hits mostly activators. 0.19% of 320,000 active; also: potency is read from the fitted curve at half-maximal effect; % of control where 0% means no effect; nearly all actives have a fitted effect of over 45% in size
#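 hTERT-immortalized A-T patient fibroblasts ([…]), 500 cells/well in OPTI-MEM, 1% FBS, got compounds for 60 min, then NCS for 30 min at 37C. Lysates were then assayed for phospho-KAP-1 by AlphaLISA (anti-pKAP1 donor, anti-KAP1 acceptor beads), 6 hr at 25C.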
# ELG1 repair inh – blocks ELG1-dependent DNA repair in HEK293T cells; HEK293T ELG1-luciferase reporter, luminescence, 16 h; DNA damage induced by 5-fluorouridine; Potency, µM (series often up to 46.1 µM), without a hit: at the highest dose activity change, negative = inhibition, hits mostly inhibitors; 2.3% of 330,000 active; also: potency is read from the fitted curve at half-maximal effect; % is scaled to controls: 0 for no effect and ±100 for the full control effect; nearly all actives have a fitted effect of over 55% in size
#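 Reporter activity after DNA damage by 5-fluorouridine is monitored. Compound-treated cells incubate 16 hr at 37 °C, then ONE-Glo is added for 30 min before luminescence reading.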
# TSHR antagonist – antagonists of human thyroid stimulating hormone receptor; TSHR-expressing cells, TSH-stimulated cAMP HTRF, 2 h; hits give low values; AID 504810; 0.2% of 330,000 active; activity change, negative = inhibition, % at 11.5 µM; P16473;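 active = activity change below a set negative limit, meaning inhibition stronger than a set level, cut at about -70% in these data; inconclusive = activity change between two set negative limits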; also: % is scaled to controls: 0 for no effect and ±100 for the full control effect
# Target sequence (P16473 whole entry, looked up): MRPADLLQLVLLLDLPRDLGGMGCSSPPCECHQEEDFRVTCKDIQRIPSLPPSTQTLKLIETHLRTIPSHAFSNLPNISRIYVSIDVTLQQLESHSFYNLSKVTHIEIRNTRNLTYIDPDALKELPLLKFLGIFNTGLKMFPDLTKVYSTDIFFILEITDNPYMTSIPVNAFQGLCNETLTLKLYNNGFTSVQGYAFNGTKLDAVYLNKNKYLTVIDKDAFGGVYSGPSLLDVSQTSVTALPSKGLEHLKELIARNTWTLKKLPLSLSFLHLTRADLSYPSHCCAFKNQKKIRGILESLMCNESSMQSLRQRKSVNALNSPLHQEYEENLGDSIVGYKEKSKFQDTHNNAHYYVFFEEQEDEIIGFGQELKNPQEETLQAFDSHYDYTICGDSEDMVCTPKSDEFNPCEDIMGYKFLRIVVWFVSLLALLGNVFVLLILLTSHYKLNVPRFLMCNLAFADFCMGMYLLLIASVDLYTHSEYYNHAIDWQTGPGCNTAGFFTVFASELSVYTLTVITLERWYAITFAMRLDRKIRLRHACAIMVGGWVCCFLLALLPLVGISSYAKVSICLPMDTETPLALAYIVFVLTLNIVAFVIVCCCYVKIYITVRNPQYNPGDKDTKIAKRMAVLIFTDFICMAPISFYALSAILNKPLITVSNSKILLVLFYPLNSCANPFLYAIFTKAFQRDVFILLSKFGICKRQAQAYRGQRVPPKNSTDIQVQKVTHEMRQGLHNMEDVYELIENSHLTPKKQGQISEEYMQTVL
#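 TSHR-expressing cells were treated with compounds, then stimulated with TSH at EC80 (4nM final) for 2 hours at 37 deg C. Cellular cAMP was measured by HTRF competition between lysate cAMP and cAMP-d2 for a cryptate-labelled anti-cAMP antibody.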
# Eya2 inh – Eya2 (human) phosphatase inhibition; O00167; recombinant Eya2, OMFP fluorescence dephosphorylation (OMFP is methylfluorescein phosphate); Potency, µM (top dose mostly 76.9 µM), without a hit: top-dose activity, negative = inhibition, hits mostly inhibitors; 0.006% of 330,000 active; also: potency is read from the fitted curve at half-maximal effect; % is scaled to controls: 0 for no effect and ±100 for the full control effect
#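 Eya2 (0.2 uM) preincubated 10 min at ambient with compound, then OMFP substrate added at 50 uM; 10 min reaction in 50 mM HEPES pH 7.5, 50 mM NaCl, 5 uM MgCl2, 0.05% BSA, 1 mM DTT. Fluorescence read at Ex 485/Em 525 nm.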
# KCNH2 3.1 block – blocks the human KCNH2 3.1 channel isoform; U2OS KCNH2 3.1, thallium flux FluxOr; hits give low values; activity change, % (tested at about 1.8 µM); 0.95% of 340,000 active; AID 720553;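 active = maximum activity change below -70%; inconclusive = maximum activity change from -70% to -50%; inactive = maximum activity change above -50%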;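 also: thallium influx rate constant from kinetic fluorescence after stimulation buffer; % is scaled to controls: 0 for no effect and ±100 for the full control effect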
#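 Kinetic fluorescence (2 min after stimulation buffer) measures Tl+ influx through KCNH2 3.1 expressed by viral transduction in U2OS cells; the rate constant is normalized against DMSO controls serving as positive and negative references.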
# TCR activator – activates T cell receptor signaling; AID 504894; 330,000 tested, under 10 active; Potency, µM (series often up to 9.22 µM), without a hit: at the highest dose activation of IL-2 secretion, usual class: activators; primary human leukocytes, anti-CD3, IL-2 HTRF, 48 h; also: % of control where 0% means no effect
#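 HTRF read-out of IL-2 secretion: europium cryptate donor excited at 320nm, d2 acceptor emission at 665nm. Cells were primary human leukocytes incubated 48 hr with compounds and a-CD3 beads, supplying TCR signal only.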
# TRPV1 agonist – agonists of human vanilloid receptor 1 (TRPV1). TRPV1-expressing cells, Fluo-8 calcium influx, agonist mode. activation, % at 8.33 µM. 0.19% of 320,000 active. Q8NER1; in the data active = activation above about 80%; inconclusive = between about 30% and that limit; also: 0% is about no effect
#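 Fluo-8 calcium influx in TRPV1-expressing cells, kinetic read (ex 480/em 520 nm). Compound added and read 3 min for agonist activity, followed by capsaicin at EC20 final and 2 min further read for enhancement.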
# hERG WT inh – KCNH2 (human, wildtype) channel inhibition; 0.37% of 340,000 active; AID 720551; activity change, % at 1.84 µM; U2OS, BacMam KCNH2, thallium flux FluxOr; hits give low values; Q12809;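 active = maximum activity change below -70%; inconclusive = maximum activity change between -70% and -50%; inactive = maximum activity change above -50%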; also: % is scaled to controls: 0 for no effect and ±100 for the full control effect
#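 U2OS cells were transduced with wild-type KCNH2 virus (2.03 x 10^8 / mL) for 4 h at room temperature, then cultured overnight at 37 C. Thallium flux was read with FluxOr dye. Rate constants were normalized to DMSO controls.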
# Mito fusion yeast – inhibitors of mitochondrial division or activators of mitochondrial fusion; S. cerevisiae fusion-defective mutant growth rescue, CellTiterGlo 48 h; Potency, µM (doses to about 46.1 µM), for the others: at the highest dose growth rescue (activation), actives largely listed as activators; 0.23% of 320,000 active;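 also: potency is read from the fitted curve at half-maximal effect; % of control where 0% means no effect; nearly all actives have a fitted effect of over 45% in size; temperature-sensitive fusion mutants such as fzo1-1 at 37 °C on non-fermentable ethanol glycerol medium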
#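 Temperature-sensitive fusion-defective S. cerevisiae (e.g. fzo1-1, mgm1-5) were grown with compound in YPEG medium (3% ethanol, 3% glycerol) for 48 hours at 37C. Growth rescue was measured as viability by CellTiterGlo luminescence after 10 minutes at ambient.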
# * hit, by the source's call; u = inconclusive; x = no result given; [ ] = another dose, or the depositor's remark. Unless noted, calls follow the shape of the dose curve; as a rule, active = well fitted curve in the direction sought with a large enough effect; inconclusive = small, poorly fitted or top-dose-only effect, or another doubt; inactive = no such curve, though single readings can be large; an effect the other way counts as inactive or inconclusive.
SMILES,USP2a block,AT treatment,ELG1 repair inh,TSHR antagonist,Eya2 inh,KCNH2 3.1 block,TCR activator,TRPV1 agonist,hERG WT inh,Mito fusion yeast
CCN1C(=O)CC(N2CCN(c3cccc(OC)c3)CC2)C1=O (configuration not stated),4%,2%,-2%,28,-5%,-7,6%,-7,-11,3%
CN(CCC#N)C(=O)COC(=O)c1ccccc1OCc1ccccc1Cl,0%,2%,3%,-5,-4%,-1,7%,1,3,-4%
CC(=O)N1CCN(C(=O)c2ccc(Cl)c(S(=O)(=O)N3CCCC3)c2)CC1,-2%,-5%,16%,-4,-25%,15,1%,x,4,x
COc1ccc(C(=O)NCCc2cn3ccccc3n2)cc1,1%,-15%,u,10,-1%,1,-1%,-2,-12,-1%
CC(C)c1ccc(/C=N/NC(=O)c2cc(-c3cccc([N+](=O)[O-])c3)n[nH]2)cc1,5%,-10%,u,11,0%,-28,-13%,x,-1,0%
COc1ccc(NC(=O)c2ccccc2[N+](=O)[O-])cc1OC,0%,-7%,u,15,-2%,-4,11%[46.1 µM],-3,-1,1%
O=C(NNC(=O)c1ccc2c(=O)n3c(nc2c1)CCC3)c1ccc(Cl)cc1,2%,-11%,-6%,-2,15%,1,4%,2,6,-1%
CCOC(=O)Cc1csc(NC(=O)CN2CCCCC2)n1,1%,3%,0%,1,-12%,7,x,2,13,-3%
CS(=O)(=O)Nc1ccccc1C(=O)N1CCN(c2ccccc2)CC1,0%,-1%,9%,-2,u,x,x,2,x,1%
Fc1ccccc1C1c2[nH]c3ccccc3c2CCN1Cc1cccn1-c1ncccn1 (configuration not stated),2%,7%,3%,-2,-5%,-71*,-6%,-1,-44,3%
CC(=O)Oc1cccc(-c2nc3ccccc3c(=O)o2)c1,0%,-1%[11.5 µM],-8%,-23,6%,5,-6%,1,8,-10%
CC1=CC2=C(OC1N(C)C)c1cccc3cccc(c13)C2=O (configuration not stated),3%,-8%,8%,30,-25%,-2,2%,2,0,1%
COc1cccc(/C=C2/SC(=S)N(CC(=O)NNC(=O)c3ccccc3O)C2=O)c1,-4%,0%,1%,1,-11%,-13,-3%,-1,3,3%
CCOC(=O)c1cc(-c2ccccc2)sc1NC(=O)C(C)C,3%,10%,-25%,14,-1%,-7,-2%[46.1 µM],2,2,15%
CC1CCN(S(=O)(=O)c2ccc3c(c2)c(=O)c(C(=O)N2CCCCC2)cn3C)CC1,-2%,u,0%,41,-5%,-1,-190%,5,-6,-8%
CC(C)(C)C(=O)/C=c1\s/c(=C\c2ccc(-c3ccc([N+](=O)[O-])cc3)o2)c(=O)n1CC(=O)NC(N)=O,u,2%,u,6,8%,-10,-6%,u,-19,15%
COc1ccc(CC(=O)Nc2nc(-c3ccc(F)c(F)c3)cs2)cc1,1%,13%,21µM*,-24,-1%,0,5%,u,0,6%
CCN(CC)c1ccc(NC(=O)CN2CCN(CC(=O)Nc3ccccc3OC)CC2)cc1,-2%,-2%,u,0,0%,-3,16%,1,8,-15%
Cc1ccc(SCc2[nH]nc3c2C2(CCSCC2)C(C#N)=C(N)O3)cc1,0%,2%,4%,-7,16%,5,0%,1,4,1%
CC(C)(C)OC(=O)CN1C(=O)NC(Cc2c[nH]c3ccccc23)C1=O (configuration not stated),2%,-14%,-5%,12,-3%,-6,12%,4,3,12%

# The final three compounds of the part above come first, to join the parts.
SMILES,USP2a block,AT treatment,ELG1 repair inh,TSHR antagonist,Eya2 inh,KCNH2 3.1 block,TCR activator,TRPV1 agonist,hERG WT inh,Mito fusion yeast
CCN(CC)c1ccc(NC(=O)CN2CCN(CC(=O)Nc3ccccc3OC)CC2)cc1,-2%,-2%,u,0,0%,-3,16%,1,8,-15%
Cc1ccc(SCc2[nH]nc3c2C2(CCSCC2)C(C#N)=C(N)O3)cc1,0%,2%,4%,-7,16%,5,0%,1,4,1%
CC(C)(C)OC(=O)CN1C(=O)NC(Cc2c[nH]c3ccccc23)C1=O (configuration not stated),2%,-14%,-5%,12,-3%,-6,12%,4,3,12%
C/C(=N/NC(=O)CCc1c(C)n[nH]c1C)c1cccc([N+](=O)[O-])c1,9%,-7%,-12%,6,-12%,3,-3%,16,1,1%
CC(C)(C)NCC(O)COc1ccc(Br)cc1 (configuration not stated),-1%,-2%,7%,-3,3%,-32,7%,2,15,15%
Cc1ccc(C(=O)Oc2cc(-c3ccccc3)no2)cc1,5%,x,2%,5,11%,24,4%,0,-2,2%
O=C(NCc1ccc2c(c1)OCO2)C1CC(c2ccccc2O)=NO1 (configuration not stated),-6%,x,24%,x,-20%,-5,x,-2,0,-1%
CCC1=[N+](CC(=O)c2ccc(C)cc2)CCn2cccc21,2%,-1%,u,-8,5%,u,5%,1,1,6%
CCOC(=O)C1=C(C)NC(C)=C(C(=O)OC)C1c1ccco1 (configuration not stated),9%,-4%,1%,-1,u,9,-4%,1,-10,2%
COc1ccccc1NC(=S)NCC1CCC(CNC(=S)Nc2ccccc2OC)CC1 (configuration not stated),1%,-3%,-12%,-7,2%,-26,-1%,3,1,-2%
Brc1ccc(CSc2ncnc3nc[nH]c23)cc1,2%,28%,21%,21,2%,5,5%[46.1 µM],-4,5,13µM*
O=C(CN(c1ccccc1)S(=O)(=O)c1ccc(Cl)cc1)Nc1ccccc1C(=O)N1CCCC1,1%,-1%,-28%,-2,7%,-16,-1%,14,36,5%
COc1cc(OC)c(-c2nn3c(C4CCCCC4)nnc3s2)cc1OC,3%,8%,21µM*,-14,-21%,19,-2%,1,-2,18%
N#C/C(=C(/O)COc1ccc(Br)cc1)c1nnc2n1CCCCC2,-1%,-11%,6%,5,5%,8,-5%,-4,x,11%
CCC(C)c1ccccc1OCCOCCN1CCCC1 (configuration not stated),1%,3%,-5%,7,0%,4,-2%[46.1 µM],6,54,-2%
COc1ccc(-n2cc(CNCCc3ncc(C)[nH]3)c(-c3ccccc3Cl)n2)cc1,0%,-10%,u,-6,-5%,-2,5%,u,6,1%
O=C(CNS(=O)(=O)c1ccc(F)cc1)Nc1ccccc1,-2%,1%,u,-8,0%,14,4%,1,3,0%
CCOC(=O)C1=C(C)NC(=S)NC1c1ccc(-c2cccc(Cl)c2C)o1 (configuration not stated),0%,8%,21µM*,0,2%,3,2%,-2,-12,-14%
O=c1c(Cl)c(N2CCN(S(=O)(=O)c3ccc(F)cc3)CC2)cnn1-c1cccc(Cl)c1,2%,7%,-18%,13,-20%,-37,4%,x,1,1%
Cc1ccc(S(=O)(=O)N/N=C/c2cc([N+](=O)[O-])ccc2O)cc1[N+](=O)[O-],0%,1%,u,6,-3%,-3,-2%,2,16,-10%
CC1(C)C2CCC13CS(=O)(=O)N[C@@H]3C2 (some centres not stated),-2%,1%,13%,-1,11%,-13,-5%,2,-5,2%
O=C1CN(C(=O)COc2c(F)c(F)cc(F)c2F)c2ccccc2N1,-1%,-11%,28%,8,-12%,18,2%,1,6,-13%
Cc1ccc(OCCOc2cccc(/C=N/NC(N)=O)c2)cc1,-2%,7%,u,-3,3%,10,1%,0,0,8%
N#C/C(=C\c1c(Oc2ccc(Cl)cc2)nc2ccccn2c1=O)C(=O)NC1CCS(=O)(=O)C1 (configuration not stated),-1%,12%,10%,11,-1%,-2,-21%,-2,6,6%
CCc1noc(C)c1C(=O)Nc1cc(Cl)ccc1-n1cncn1,1%,-1%,5%,-11,-15%,1,-8%,10,-9,4%
COc1c2n(C)ccc3c-2n(c(=O)c1=O)c1ccccc31,-1%,1%,10%,1,1%,-4,2%,-4,1,-5%
CN=C(C)/C(C(=O)OC)=C(/O)c1ccc(Cl)cc1Cl,1%,5%,0%,-3,-26%,4,6%,x,-16,0%
Cc1[nH]c2ccccc2c1C(=O)C(=O)NCCOc1ccccc1,0%,3%,-15%,2,2%,5,-4%,2,-5,-2%
CCOC(=O)c1c(-c2ccc(F)cc2)csc1NC(=O)CCN1CCOCC1,-4%,-5%,-10%,9,-14%,-11,-4%[46.1 µM],u,7,11µM*
c1ccc2c(c1)NC(c1ccncc1)n1c-2nc2ccccc21 (configuration not stated),9%,-3%,11%,-3,-20%,14,0%,8,-2,2%
COc1ccc(CNS(=O)(=O)c2ccc3c(c2)N(C(C)=O)CCO3)cc1,2%,-9%,-16%,-4,11%,-5,4%,-2,-4,-13%
Cc1ccc2c(c1)-c1c(cnn1CC(=O)N(CCC#N)c1ccccc1)CO2,3%,6%,-12%,23,20%,-4,-4%,3,0,2%

# Exported with values under each structure: two of the compounds above.
# Values run as follows: USP2a block	AT treatment	ELG1 repair inh	TSHR antagonist	Eya2 inh	KCNH2 3.1 block	TCR activator	TRPV1 agonist	hERG WT inh	Mito fusion yeast
> Cc1ccc(C(=O)Oc2cc(-c3ccccc3)no2)cc1
    5%	x	2%	5	11%	24	4%	0	-2	2%
> O=C(NCc1ccc2c(c1)OCO2)C1CC(c2ccccc2O)=NO1 (configuration not stated)
    -6%	x	24%	x	-20%	-5	x	-2	0	-1%

# These rows are one share of the data; rates above refer to the full screens.
